ABHD5 PLIN5 PPI: ABHD5-PLIN5 protein interaction inhibition | Q00G26+Q8WTS1 | Split G. princeps luciferase complementation, luminescence, 4 h | inhibition, % at 4 µM | 0.78% of 360,000 active | AID 602281;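 active = inhibition above the mean inhibition across every tested compound plus 3 SD, cut at about 22% in these data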;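 note: 0% = DMSO only wells and the 100% control is not disclosed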
aDG glyco act: alpha-DG glycosylation activation. Pro5-aDG cells, alpha-DG glycosylation AlphaScreen (IIH6); 0% Pro5, 100% B10-LARGE cell signal. 0.22% of 360,000 active. activation, % at 10 µM;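 active = activation of at least 8% versus controls, or a plate z-score of at least 8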;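 note: Pro5 are CHO cells carrying HIG-tagged alpha-DG that lacks glycosylation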
Granule exo inh: lytic granule exocytosis inhibition. 0.66% of 360,000 active. AID 651702. TALL-104 LAMP-1 surface exposure, flow cytometry; cells stimulated with thapsigargin and PMA. inhibition, % at 10 µM;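 active = inhibition above about 55%, limit read from the data; inconclusive = no clear call, values can overlap the other calls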
N-glyco inh: N-linked glycosylation inhibition | D54 ERlucT glycosylation luciferase reporter, 24 h; percent of 100 nM tunicamycin response | reporter increase, % at 12.5 µM | 0.23% of 360,000 active | AID 588692;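 active = mean luciferase reporter signal, scaled so untreated is 0 and the glycosylation-blocking control 100, at or above a set limit in every replicate; inconclusive = mean reaches the limit but not every replicate does; inactive = mean below the limit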;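 note: luciferase carries N-glycosylation sites so blocking glycosylation raises the light; 0% = median of neutral control wells and 100% = median of 100 nM tunicamycin wells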
NOD2-RIPK2 inh: inhibitors of human NOD2-RIPK2 interaction. O43353. CHO BLA complementation NOD2-RIPK2, CCF4 ratio. inhibition, % at 4.98 µM. 0.38% of 360,000 active. AID 624267; in the data active = inhibition above about 21%;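 note: 0% = vehicle only and 100% = reference blocker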
Target sequence (O43353 whole entry, looked up): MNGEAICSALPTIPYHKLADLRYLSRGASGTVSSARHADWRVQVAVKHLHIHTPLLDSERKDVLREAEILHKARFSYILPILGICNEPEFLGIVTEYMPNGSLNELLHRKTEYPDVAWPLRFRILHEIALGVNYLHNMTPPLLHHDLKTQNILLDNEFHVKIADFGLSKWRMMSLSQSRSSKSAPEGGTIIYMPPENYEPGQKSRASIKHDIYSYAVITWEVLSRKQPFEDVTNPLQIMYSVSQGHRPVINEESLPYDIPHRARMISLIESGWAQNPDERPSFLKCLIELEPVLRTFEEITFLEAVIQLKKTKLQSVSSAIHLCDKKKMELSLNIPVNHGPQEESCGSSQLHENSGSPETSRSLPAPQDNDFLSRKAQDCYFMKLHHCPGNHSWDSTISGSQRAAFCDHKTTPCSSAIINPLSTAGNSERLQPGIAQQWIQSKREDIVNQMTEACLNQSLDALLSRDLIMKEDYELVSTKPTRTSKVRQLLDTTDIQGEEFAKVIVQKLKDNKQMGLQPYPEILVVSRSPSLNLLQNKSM
Vif imaging: inhibitors of HIV Vif; inhibition, % at 7.49 µM; HEK293T cells, Vif self-association by quenched fluorescence, imaging, 24 h; 0.35% of 340,000 active; AID 602346; in the data active = inhibition above about 50%, passing the limit was not always enough; inconclusive = no clear call, values can overlap the other calls; inactive = below about 31%; note: some results filed as inactive read as strong as hits
TLR9-MyD88 inh: blocks human TLR9 binding to MyD88. inhibition, % at 4.98 µM. AID 504734. 0.21% of 340,000 active. CHO BLA complementation TLR9-MyD88, CCF4 FRET ratio. Q9NR96+Q99836;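 active = inhibition above the mean over all tested compounds plus 3 SD, cut at about 21% in these data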;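 note: 0% = DMSO only wells and 100% = clavulanate BLA inhibitor control wells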
ABCB6 inh 2: human ABCB6 transporter inhibition; Q9NP58; K562-ABCB6 porphyrin accumulation, flow cytometry, 1 h; hits give low values; fluorescence ratio to DMSO, % at 10 µM; 0.19% of 360,000 active; AID 602162;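 active = fluorescence ratio to DMSO below 75%, the collection mean minus 3 SD; inconclusive = too few cells collected in the well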;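 note: signal is porphyrin accumulated inside mitochondria; 100% equals median channel fluorescence of DMSO control wells; lower ratio means ABCB6 inhibition with less porphyrin fluorescence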
MC4R ag barr: human MC4R agonism via beta-arrestin; U2OS MC4R beta-arrestin complementation, luminescence; percent of melanotan II response, DMSO zero; AID 540308; activation, % at 8.9 µM; 0.98% of 360,000 active; P32245;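 active = activation above a per-plate cutoff, the mean activation of sample wells on that plate plus 3 SD, cut at about 8% in these data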
Target sequence (P32245 whole entry, looked up): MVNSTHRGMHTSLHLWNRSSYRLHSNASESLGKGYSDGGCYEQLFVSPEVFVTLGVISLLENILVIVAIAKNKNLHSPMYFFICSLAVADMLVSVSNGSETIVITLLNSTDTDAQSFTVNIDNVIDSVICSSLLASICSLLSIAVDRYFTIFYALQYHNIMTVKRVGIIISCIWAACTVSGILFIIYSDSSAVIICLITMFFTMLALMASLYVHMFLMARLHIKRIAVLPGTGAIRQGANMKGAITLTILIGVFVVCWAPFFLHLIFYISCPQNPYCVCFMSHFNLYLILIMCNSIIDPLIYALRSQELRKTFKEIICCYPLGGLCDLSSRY
MC4R antagonist: human MC4R antagonism in cAMP assay; P32245; MC4R-expressing cells, MTII-stimulated cAMP, LANCE TR-FRET; inhibition, % at 6.5 µM; 0.48% of 360,000 active;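 active = inhibition above its plate's cutoff, the mean of tested wells on that plate plus 3 SD, cut at about 29% in these data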;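 note: 0% = Melanotan II alone and 100% = Melanotan II plus saturating MCL0020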
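Test system: U2OS cells stably expressing human melanocortin 4 receptor (MC4R); also added: Melanotan II challenge; compound: 6.5 µM single dose; timing: 30-min compound preincubation, 1-h Melanotan II challenge, 1-h detection, room temperature; signal: Eu-cAMP/anti-cAMP TR-FRET, emission 671 nm; repeats: one well per compound, no replicates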
The depositor's hits bear a star; ? = inconclusive; / = no result given. The list is partial; count on the stated rates, not on these rows.

Values in the order – ABHD5 PLIN5 PPI	aDG glyco act	Granule exo inh	N-glyco inh	NOD2-RIPK2 inh	Vif imaging	TLR9-MyD88 inh	ABCB6 inh 2	MC4R ag barr	MC4R antagonist
> CCc1ccc2oc(-c3ccc(OC)cc3)cc(=Nc3cccc(C(=O)O)c3)c2c1
 : 2	0.6	7	-21	3	-1	0	99	-2.2	20
> Cc1cc(Cl)ccc1Oc1nccc(N(C)C)c1C#N
 : -1	-0.2	3	0	7	-15	4	97	-0.1	17
> CCc1ccc(-n2c(SCC(=O)N3CCC(C(=O)O)CC3)nnc2-c2ccncc2)cc1
 : -6	0.0	-1	1	-13	10	-12	82	-1.6	-2
> C[C@@H]1O[C@@H](O[C@@H]2C(=O)c3c(O)cc(O)cc3O[C@H]2c2ccc(O)c(O)c2)[C@H](O)[C@H](O)[C@H]1O
 : 15	0.0	-28	0	-5	-9	1	102	-3.5	5
> Cc1ccc(CSc2nc3c(c(=O)[nH]2)CCC3)cc1
 : 3	-0.1	-2	1	11	23	-6	100	-1.7	6
> Cc1cc(SCC(=O)Nc2c(C)n(C)n(-c3ccccc3)c2=O)nc2ccccc12
 : -1	0.2	2	0	-11	3	5	101	-3.2	-1
> CC(C)CC(=O)Nc1ccc(C(=O)COC(=O)C2CC(=O)N(Cc3ccccc3)C2)cc1 (configuration not stated)
 : 2	-0.1	-3	3	0	1	-2	102	-1.3	1
> COc1ccc(NC(=S)Nc2ccc(S(N)(=O)=O)cc2)c(C)c1
 : -14	0.1	0	-1	1	8	-5	99	-1.5	5
> Cc1ccccc1NS(=O)(=O)c1ccc2c(c1)n(C)c(=O)n2C
 : -5	-0.3	2	11	-5	-18	3	95	-3.1	-4
> Fc1ccc(/C=N/n2cnn(Cc3ccccc3Cl)c2=S)cc1
 : 0	0.5	3	0	0	1	-5	94	-1.9	13
> Cc1ccc(NC(=O)Cn2c(=O)oc3ccccc32)c(C)c1
 : 2	-0.1	-2	2	-5	2	-1	100	-2.7	5
> CNC(=O)C[C@H]1C(=O)N(c2ccc(Br)cc2)C[C@@H]1CSC
 : -6	0.0	-4	-1	4	-2	5	95	-0.4	12
> Cc1cc(C(=O)CN2C(=O)NC3(CCCC3)C2=O)c(C)n1-c1ccc2c(c1)OCO2
 : 0	0.3	2	-4	-13	6	-12	100	-0.8	-7
> CC(=O)c1cc(C#N)c(N(C)Cc2ccccc2)nc1C
 : 2	0.1	1	1	-12	0	17	96	-1.3	1
> CC1(C)CC(=O)C2=C(C1)Nc1ccccc1N1C(=O)c3ccccc3C21 (configuration not stated)
 : 0	0.1	3	1	-18	22	11	94	-1.4	18
> CCN(CC)c1ccc(NC(=O)Cn2nnc(-c3cccc(OC)c3OC)n2)c(C)c1
 : -10	-0.5	-2	1	10	-1	3	97	-0.5	0
> OCC1(CCOc2ccccc2)CCN(Cc2cn[nH]c2-c2ccccc2)CC1
 : -4	1.0	0	0	-5	1	-8	104	3.9	3
> CCCCn1c(N)c(N(C)C(=O)CCCn2c(=O)oc3ccccc32)c(=O)[nH]c1=O
 : -8	-0.1	14	0	9	5	-7	97	1.1	9
> COc1ccc(NC2CCCN(C(=O)c3oc(C)cc3C)C2)cc1OC (configuration not stated)
 : 2	-0.5	3	3	-18	1	-6	103	-0.7	5
> Cc1ccc(C(C)C)c(Oc2nnnn2-c2ccccc2)c1
 : -9	-0.3	4	0	2	-5	7	100	0.1	-3
> CC1CCN(S(=O)(=O)c2ccc(C(=O)OCc3ccc4c(c3)OCO4)cc2)CC1
 : 6	0.2	2	-1	-7	-4	-10	105	12*	8
> O=C(c1[nH]c(C(F)(F)F)nc1-c1ccccc1)N1CCN(c2cccc(C(F)(F)F)n2)CC1
 : -4	-0.3	-3	24	-3	/	/	105	/	/
> Oc1ccc(-c2n[nH]c(=S)n2Cc2ccccc2)cc1
 : -1	-0.1	0	-3	-4	-4	-4	103	-3.3	1
> Cn1ccnc1SCC(=O)NC12CC3CC(CC(C3)C1)C2
 : 4	0.1	1	1	-10	-5	-6	103	-1.0	-1
> c1ccc(Cc2nnc3sc(C4COc5ccccc5O4)nn23)cc1 (configuration not stated)
 : -1	-0.1	2	-2	-7	6	-9	101	-1.6	12
> Cn1nnc(NC(=O)CSc2nnnn2-c2ccc(F)cc2)n1
 : 2	0.0	1	1	3	-3	-2	101	-0.5	-2
> O=C(/C=C/Nc1ccc(F)cc1F)c1ccc(Br)cc1
 : -2	-0.1	-14	-11	-7	24	/	93	0.9	2
> CC(C)(C)OC(=O)N1CCC(CC2CC(c3ccccc3)=NO2)(C(=O)O)CC1 (configuration not stated)
 : 17	-0.1	11	5	0	28	-6	85	-0.5	7
> CCOc1ccc(S(=O)(=O)NC2CCCC2)cc1C
 : 1	-0.2	3	0	-5	-9	-10	92	-2.5	-5
> COC(=O)c1ccc(/C=N/NC(=O)c2ccccc2Cl)cc1
 : -2	-0.1	-2	3	-4	-3	2	93	-0.6	-6

An excerpt from above with just MC4R antagonist:
Molecule	MC4R antagonist
CCOc1ccc(S(=O)(=O)NC2CCCC2)cc1C	-5
COC(=O)c1ccc(/C=N/NC(=O)c2ccccc2Cl)cc1	-6

More compounds:
Values in the order – ABHD5 PLIN5 PPI	aDG glyco act	Granule exo inh	N-glyco inh	NOD2-RIPK2 inh	Vif imaging	TLR9-MyD88 inh	ABCB6 inh 2	MC4R ag barr	MC4R antagonist
> CCC1CCCCN1CCCNC(=O)Cn1c2ccccc2c2nc(=O)cc(C)n21 (configuration not stated)
 : -6	-0.1	-8	0	-6	5	-2	102	-1.4	9
> COc1ccc(C=O)cc1CSc1ncccc1C(=O)O
 : -3	0.0	4	2	-1	-3	11	98	0.2	9
> Cc1cccc(NC(=O)CSc2nnc(-c3cc(C)n(-c4ccccc4)c3C)o2)c1C
 : -2	-0.2	2	-3	6	-13	3	84	-1.6	2
> CCCCCCN1CC(O)=C(c2nc3ccccc3[nH]2)C1=N
 : 0	0.5	1	4	-1	-2	-13	97	1.6	-18
> NC(=O)c1ccccc1OCC(=O)N1CCCC1c1ccc2c(c1)OCCCO2 (configuration not stated)
 : -4	0.5	-1	1	-7	8	-2	101	-2.4	3
> Cc1ccnc(NC(=O)c2ccc(S(=O)(=O)N3CCCCCC3)cc2)c1
 : -11	-0.3	-2	-9	-4	-19	0	90	-4.9	13
> O=C1C2C3C=CC(C3=C3CCCCC3)C2C(=O)N1c1ccccc1 (configuration not stated)
 : 9	-0.1	80*	-3	-14	-13	-5	103	-0.6	-5
> O=C1c2ccc3c4c(ccc(c24)C(=O)N1c1cccc(O)c1)CC3
 : -2	-0.2	0	2	-11	2	2	97	0.6	-4
> COC(=O)c1ccc2[nH]c3c(c2c1)CC(C)CC3 (configuration not stated)
 : 4	-0.1	29	1	5	0	10	96	1.8	-7
> ON=C1c2ccccc2-c2cc(Br)ccc21
 : -2	0.2	-2	-7	1	-4	1	98	1.3	6
> Cc1cc(C)n(-c2ccc(C(=O)OCC(=O)Nc3ccc(S(=O)(=O)N4CCOCC4)cc3)cc2)n1
 : -9	0.0	-1	1	3	19	3	98	-0.9	8
> Cc1ccc(NC(=O)CS(=O)CC(=O)NC(C)CCc2ccco2)cc1Cl (configuration not stated)
 : 5	0.1	7	1	-1	-4	-6	96	1.6	14
> COc1ccc(C=NCC2COc3ccccc3O2)cc1OC (configuration not stated)
 : -5	0.3	-1	4	-6	?	7	98	0.4	1
> CC(=O)Nc1ccc(S(=O)(=O)NC(CC(=O)O)c2ccc(OC(C)C)cc2)cc1 (configuration not stated)
 : -2	-0.3	1	1	3	/	1	89	-2.0	4
> O=C(c1cc2ccccc2oc1=O)N(Cc1ccc(F)cc1)C1CCS(=O)(=O)C1 (configuration not stated)
 : 3	0.0	11	4	6	3	3	98	-1.4	9
> COc1ccc(CC(=O)O/N=C(\N)Cc2cccc3ccccc23)cc1
 : -6	-0.2	-8	1	12	-2	7	112	-1.9	-3
> CN(C)C(CNC(=O)c1ccc(S(=O)(=O)N(C)C)cc1)Cc1ccccc1 (configuration not stated)
 : -6	0.0	1	-1	-11	9	-2	100	-2.2	6
> CC(C)OC(=O)C1C2C=CC3(CN(C(C)c4ccc(Br)cc4)C(=O)C13)O2 (configuration not stated)
 : 3	1.6	1	1	5	5	5	101	-1.2	9
> Cc1ccc(S(=O)(=O)N2CCC(C(=O)N3CCC[C@H]3C(=O)NCc3ccccc3)CC2)cc1
 : 1	-0.2	-2	-1	-1	2	2	100	-2.7	15
> COc1ccc(-c2nc3ncnn3cc2C)cc1F
 : 1	-0.2	-1	3	4	12	10	102	-1.6	6
> Cn1cc(CN2CCC(C(=O)Nc3cccc(-c4cscn4)c3)CC2)cn1
 : -1	0.1	1	-1	-3	-7	-7	101	-1.6	-2
> O=C(Nc1nc2ccccc2n1Cc1ccccc1)c1ccco1
 : -5	1.3	2	-2	6	1	-7	92	-0.6	2
> Cc1[nH]c2ccccc2c1NC(=O)CN1CCN(C(=O)c2ccco2)CC1
 : 0	0.1	-7	-2	-12	-6	/	96	-0.4	6
> CN(C)C(=S)c1ccc(N(C)C)cc1
 : -1	-0.2	0	4	-7	-3	-9	96	-0.3	4

Look-ups from above.
Value for Cc1ccc(S(=O)(=O)N2CCC(C(=O)N3CCC[C@H]3C(=O)NCc3ccccc3)CC2)cc1 in N-glyco inh: -1
Value for COc1ccc(-c2nc3ncnn3cc2C)cc1F in TLR9-MyD88 inh: 10
Value for COc1ccc(C=O)cc1CSc1ncccc1C(=O)O in Granule exo inh: 4
Value for O=C(Nc1nc2ccccc2n1Cc1ccccc1)c1ccco1 in NOD2-RIPK2 inh: 6
Value for Cc1cc(C)n(-c2ccc(C(=O)OCC(=O)Nc3ccc(S(=O)(=O)N4CCOCC4)cc3)cc2)n1 in Granule exo inh: -1

Screening data: PubChem BioAssay, several laboratories
